Source: PubChem BioAssay (several laboratories)
GC-A act: GC-A stimulated cGMP production enhancers – HEK293 GC-A cells, cGMP TR-FRET, EC30 ANP, primary screen. Atrial natriuretic peptide receptor 1 (Homo sapiens), P16066. 0% at EC30 ANP, 100% saturating ANP. activation, % at 10 µM. actives 0.14% (n = 370,000). AID 1671463, 2021; in the data active means activation above about 40%
DAX1 inh-1: DAX1 (NR0B1) inhibitors, primary screen, cell-based, HEK293, Gal4-DAX1, luciferase luminescence; Nuclear receptor subfamily 0 group B member 1 (Homo sapiens), P51843; HEK293 Gal4-DAX1 luciferase reporter; inhibition, % at 6.75 µM; actives 0.99% (n = 340,000); AID 504766, 2011;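 active means inhibition above the mean over all tested compounds plus 3 SD, cut at about 4.2% in these data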;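 further: 0% = DAX1-transfected cells with DMSO and 100% = empty-vector control cells with DMSO; inhibition shows as a rise in luminescence from relieved DAX1 repression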
Target sequence (P51843 207-470 limits assumed): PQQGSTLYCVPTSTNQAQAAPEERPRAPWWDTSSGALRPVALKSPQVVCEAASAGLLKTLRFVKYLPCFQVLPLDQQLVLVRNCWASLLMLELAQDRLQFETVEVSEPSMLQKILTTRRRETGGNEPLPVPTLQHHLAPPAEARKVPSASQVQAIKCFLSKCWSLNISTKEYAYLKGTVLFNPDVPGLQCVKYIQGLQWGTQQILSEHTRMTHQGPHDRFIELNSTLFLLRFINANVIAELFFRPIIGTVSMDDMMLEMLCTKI
GAA850 FXN act: FXN promoter activators, primary screen, cell-based, luciferase luminescence, HEK293 lucGAA850; activation, % at 6 µM; AID 540364, 2011; HEK293 lucGAA850 FXN promoter luciferase reporter, 24 h; percent of 10 µM SAHA response; actives 0.56% (n = 360,000);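 active means activation above the average of all compounds screened plus 3 SD, cutoff fixed separately per campaign, cut at about 7.5% in these data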;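 further: 0% = DMSO wells and 100% = 10 µM SAHA wells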
ssDAF12 agonist: S. stercoralis DAF-12 nuclear receptor activators, primary screen, cell-based, luminescence, HEK293, GRIP1 co-expression, lit1-tk-luc; Nuclear hormone receptor DAF-12 (Strongyloides stercoralis); HEK293 ssDAF-12/GRIP1 lit1-tk-luc reporter; % of 3 µM dafachronic acid response; activation, % at 6.8 µM; actives 1% (n = 370,000);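 active means activation above the mean over all tested compounds plus 3 SD, cut at about 0.9% in these data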;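 further: 0% = DMSO-only wells and 100% = 3 µM delta7-dafachronic acid wells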
sPLA2-III inh: human group III sPLA2 inhibitors, primary screen, biochemical, QFRET, BODIPY PC-A2 liposome substrate. Group 3 secretory phospholipase A2 (Homo sapiens), Q9NZ20. QFRET BODIPY PC-A2 liposome hydrolysis, fluorescence. inhibition, % at 12.2 µM. actives 0.56% (n = 370,000). AID 743126, 2013;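 active means inhibition above mean plus 3 SD of compounds lying within the high and low control bounds, cut at about 19% in these data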;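 further: 0% = median of test compound wells and 100% = no enzyme DMSO wells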
Target sequence (Q9NZ20 whole entry, looked up): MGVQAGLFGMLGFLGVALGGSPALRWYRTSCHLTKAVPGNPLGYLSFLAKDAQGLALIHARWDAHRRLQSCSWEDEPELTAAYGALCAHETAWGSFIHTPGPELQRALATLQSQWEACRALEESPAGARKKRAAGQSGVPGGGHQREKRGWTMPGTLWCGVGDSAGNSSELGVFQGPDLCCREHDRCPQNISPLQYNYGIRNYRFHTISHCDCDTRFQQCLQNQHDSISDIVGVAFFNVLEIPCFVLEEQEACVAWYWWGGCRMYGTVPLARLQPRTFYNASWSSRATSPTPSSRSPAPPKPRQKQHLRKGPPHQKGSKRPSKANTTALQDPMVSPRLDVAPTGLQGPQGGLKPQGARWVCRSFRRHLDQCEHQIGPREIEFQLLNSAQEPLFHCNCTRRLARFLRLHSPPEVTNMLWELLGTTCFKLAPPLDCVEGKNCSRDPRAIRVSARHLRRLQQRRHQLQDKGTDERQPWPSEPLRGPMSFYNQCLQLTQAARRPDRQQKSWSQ
hgDAF-12 ag: H. glycines DAF-12 receptor agonists, primary screen, cell-based, luminescence, HEK293, GAL4 fusion, UAS-luciferase. actives 1.8% (n = 370,000). HEK293 GAL4-hgDAF12 UAS-luciferase reporter, agonist luminescence; normalized to butyrate control. Nuclear hormone receptor DAF-12 (Heterodera glycines), GAL4 fusion. activation, % at 6.8 µM;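 active means activation above a cutoff set at the mean of all screened compounds plus 3 SD, cut at about 10% in these data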;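 further: 0% = DMSO wells and 100% = sodium butyrate wells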
proKLK7 act: proKLK7 zymogen activators, primary screen, biochemical, fluorescence intensity; Kallikrein-7 (Homo sapiens), P49862; purified proKLK7, EDANS-DABCYL substrate fluorescence; 100% is mature enzyme control, 0% vehicle; activation, % at 7 µM; actives 0.9% (n = 370,000); AID 652039, 2013;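 active means activation above the mean of all tested compounds plus 3 SD, computed per campaign excluding outliers beyond control limits, cut at about 13% in these data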
Target sequence (P49862 whole entry, looked up): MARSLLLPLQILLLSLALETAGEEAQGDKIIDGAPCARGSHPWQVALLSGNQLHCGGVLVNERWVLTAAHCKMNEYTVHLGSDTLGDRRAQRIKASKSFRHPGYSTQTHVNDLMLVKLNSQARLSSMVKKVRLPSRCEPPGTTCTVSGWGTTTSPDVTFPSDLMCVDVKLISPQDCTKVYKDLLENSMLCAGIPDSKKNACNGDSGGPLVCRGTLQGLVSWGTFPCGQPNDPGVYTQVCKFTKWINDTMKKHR
DAX1 inh-2: DAX1 (NR0B1) inhibitors on StAR promoter, primary screen, cell-based, luminescence, SF-1 (NR5A1), full-length DAX-1; inhibition, % at 6.8 µM; HEK293T StAR-luciferase reporter, SF-1/DAX-1 repression relief; AID 652010, 2013; actives 1.1% (n = 370,000);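 active means inhibition above the mean over all tested compounds plus 3 SD, cut at about 3.6% in these data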;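 further: 0% = DAX-1 cells with DMSO and 100% = cells lacking DAX-1 with DMSO; higher inhibition means more luminescence from relief of DAX-1 repression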
NPR2 activator: human GC-B receptor activators, primary screen, HEK293 GC-B cells, cGMP TR-FRET, EC30 CNP; actives 0.11% (n = 370,000); activation, % at 10 µM; 0% at EC30 CNP, 100% saturating CNP;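 active means activation at 10 µM reaching about 35% in either raw or pattern-adjusted values, limit read from the data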
SMARCA2 act: SMARCA2 (BRM) function activators, primary screen, cell-based, luminescence, high throughput; MG213 cells, MMTV-luciferase reporter, dexamethasone, overnight; activation, % at 9.1 µM; actives 1% (n = 370,000); AID 652017, 2013; in the data active means activation above about 7.8%;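 further: 0% = vehicle wells and 100% = reference activator wells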
hcDAF12 agonist: H. contortus DAF-12 nuclear receptor activators, primary screen, cell-based, luminescence, HEK293, lit1-tk-luc reporter; AID 652067, 2013; actives 1.4% (n = 370,000); HEK293 hcDAF-12 lit1-tk-luc reporter; 0% DMSO, 100% Δ7-dafachronic acid; activation, % at 6.8 µM;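 active means activation above the mean of all tested compounds plus 3 SD, cut at about 5.5% in these data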;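 further: 100% = response to 3 µM Δ7-dafachronic acid high control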
* marks the source's active call; other numbers are inactive results; nt = no result given.

The line under a structure holds: GC-A act, DAX1 inh-1, GAA850 FXN act, ssDAF12 agonist, sPLA2-III inh, hgDAF-12 ag, proKLK7 act, DAX1 inh-2, NPR2 activator, SMARCA2 act, hcDAF12 agonist
CC1=C(C(=O)OCc2ccccc2)C(c2ccc([N+](=O)[O-])cc2)NC(=O)N1CCCC(=O)O (stereo unspecified)
  -1, 0.9, 0.3, -1.4, 9, 1.1, -0.1, 0.4, 7, 2, 1.0
O=C(NCCS(=O)(=O)NCc1ccc2c(c1)OCO2)c1ccccc1
  3, -0.2, -0.7, -0.3, 3, -1.0, 0.1, 0.0, 6, 0, -0.7
COc1ccc(/C=N/NC(=O)C(C)Sc2ccccn2)cc1[N+](=O)[O-] (stereo unspecified)
  1, -0.7, -0.1, -1.9, 10, -1.6, 0.2, -0.5, -6, -1, -1.5
O=C(CC1CCC1)NC(c1ccccc1)c1ccccc1
  -10, -0.4, 1.6, -1.8, 0, 0.3, -0.4, -0.4, -9, -2, -0.8
COc1cc(C#N)c(NC(=O)CN2CCN(CCO)CC2)cc1OC
  -2, 0.6, 0.5, -1.2, 4, -0.1, 0.0, 0.2, 0, -3, 0.3
O=C1c2ccccc2NC(c2ccc3c(c2)OCCO3)N1c1ccc2c(c1)OCCO2 (stereo unspecified)
  -1, -1.7, -3.2, 0.2, 2, 12*, -0.2, 2.0, 1, 3, 3.6
COC(=O)C1=C(C)N(C)C(=NCc2ccccc2C(F)(F)F)NC1c1ccc(Cl)cc1 (stereo unspecified)
  -20, nt, nt, -1.0, 7, 0.9, -0.1, -2.0, -18, -3, -0.7
Oc1ccc(Nc2ccc3ccccc3c2)cc1
  0, nt, 2.5, 0.8, 17, -2.5, 0.0, -0.1, -13, 2, 2.8
CCOC(=O)c1c(-c2ccc(C)cc2)csc1NC(=O)CCN1CC(C)OC(C)C1 (stereo unspecified)
  4, -1.8, 5.0, -1.4, -7, -2.8, 0.1, -1.0, 0, -4, -4.2
COc1ccc(CC(=O)Nc2cccc(C(=O)NN3C(=O)c4ccccc4C3=O)c2C)cc1
  2, -1.0, 4.1, -0.5, -5, 2.8, 0.9, -0.1, -3, -3, -0.3
CCO[C@@H]1OC(C(=O)NCc2nc3ccccc3[nH]2)=C[C@H](C2CCCCC2)[C@H]1CCCO
  0, 0.1, -2.2, -1.2, -21, 0.7, 0.1, -0.5, 2, -2, -1.3
CCCOc1cccc(OCCSc2nc(C)cc(=O)[nH]2)c1
  -1, 0.3, 6.7, -1.5, -20, 2.4, -0.3, 0.0, -1, 2, 0.3
O=C(O)c1cccc(-c2ccc(/C=N/NC(=O)C3COc4ccccc4O3)o2)c1 (stereo unspecified)
  -2, 1.1, 3.0, -0.1, -2, 1.2, 0.2, 1.0, -2, 2, 1.6
Cc1nc2ccccc2c(=O)n1-c1ccc(NS(=O)(=O)c2ccc(F)cc2)cc1
  -1, 1.5, -0.7, -1.0, -11, 0.5, 0.7, 1.9, -6, 3, -0.1
CC(c1nc2ccccc2[nH]1)n1c(-c2ccncc2)nc2ccccc21 (stereo unspecified)
  -12, nt, nt, -0.7, -4, 1.3, 0.9, -0.1, -17, -5, -0.9
O=C(CCC(=O)N1CCN(c2ccc(Cl)c(Cl)c2)CC1)c1ccccc1
  1, 0.9, -2.3, -1.1, -7, 2.9, 0.7, -4.5, 1, -3, -1.0
CN(C)C(=O)CCc1ccc2c3c([nH]c2c1)[C@]1(CCC2CCCC2)[C@@H](C(=O)N2CCOCC2)C[C@H](CC(=O)NCC24CC5CC(CC(C5)C2)C4)C(=O)N1CC3
  6, 0.0, 1.0, -0.9, -3, -3.4, 0.4, -0.5, 4, 7, -0.1
COC(=O)Cc1[nH]n(-c2nc3ccccc3s2)c(=O)c1C(C)=Nc1ccc(C)cc1
  4, 1.2, -13, -1.0, -7, -2.3, 1.1, -0.5, 2, -1, 2.4
Cc1cc(C)nc(N2CCN(CC(=O)NCc3ccccc3)CC2)n1
  -7, 0.8, 2.1, -1.7, 2, -0.4, 0.0, 0.2, 3, 5, -2.0
FC(F)Sc1nc(-c2ccccc2)c(-c2ccccc2)n1C(F)F
  15, -1.0, 1.6, -1.4, 17, 1.0, 0.0, 0.1, 1, -1, -0.4
CC(C)NCC(O)COCc1ccc(Cl)cc1 (stereo unspecified)
  4, 0.7, -1.9, -1.7, 2, -1.0, -0.5, -0.7, 0, -2, -0.6
Cc1ccc(C)c(NCc2n[nH]c(=S)n2-c2ccccc2)c1
  -1, 0.0, 2.2, -1.0, 16, -1.6, 0.3, 0.2, -2, 0, 0.4
CCN(c1ccccc1)S(=O)(=O)c1ccc(C(=O)Nc2cccc(C)n2)cc1
  -1, -1.3, 2.5, -2.0, 4, -3.6, 0.2, -2.9, -1, -5, -4.0
O=C(Cn1c(=O)oc2ccccc21)Nc1ccc(Br)cc1
  -2, -0.1, 2.4, -0.6, -12, 0.1, -0.3, 0.0, 2, -1, -1.1
O=C(COc1ccc(Br)cc1)N1CCc2ccccc21
  1, 1.8, 5.1, -1.6, -2, 6.8, 0.5, 1.6, 3, 2, 0.8
CCc1cc(C(=O)NCC(C)(C)N2CCOCC2)sc1C
  3, 0.8, 1.9, -1.2, 14, 0.8, 0.5, 0.3, -1, -2, 1.0
CC(=C/c1ccccc1)/C=N/Nc1nc(N2CCOCC2)nc(N2CCOCC2)n1
  2, 0.4, 0.9, -1.9, 2, 1.1, -1.0, -0.4, -5, -3, -1.5
CCN1CCN(C(c2ccccc2F)c2nnnn2Cc2ccc3c(c2)OCO3)CC1 (stereo unspecified)
  -3, -1.9, -1.3, -1.4, 0, 1.0, 0.3, 1.0, -7, 0, -1.9
Cc1ccc(C(O)(c2ccccc2)c2ccccc2C(C)N(C)C)c(C)c1 (stereo unspecified)
  -39, 0.1, -3.9, -1.7, 7, -0.6, 0.8, -0.8, -20, 0, -1.4
OCCN1CCN(CC(O)COCC2COc3ccccc3O2)CC1 (stereo unspecified)
  0, 1.5, 0.6, -1.5, 0, 2.1, 0.2, 0.7, 2, -4, 3.1
CCCCc1ccc(NC(=O)CSc2nc(=O)n(CCN(CC)CC)c3c2CCCC3)cc1
  -3, -0.9, 0.1, -0.9, -5, -1.0, -0.2, 2.0, -5, -1, -0.3
Nc1c(C(=O)O)sc2nc(-c3ccc(F)cc3)cc(-c3ccccc3)c12
  -4, 3.4, 1.7, -0.6, -2, -2.9, -2.5, 0.1, -4, -1, 2.2
COc1cc(NC(=O)CCCNC(=O)Cn2cnc3sc4c(c3c2=O)CCCC4)cc(OC)c1OC
  1, 0.7, -0.3, -0.9, -1, 2.7, 0.7, -0.4, 1, -3, -2.2
O=C(C1CCC1)N1CCC(O)(c2cccc(F)c2)CC1
  -4, 1.3, 2.7, -1.0, 3, -1.1, 0.5, 0.3, 1, 2, -0.3
O=C(N/N=C/c1cccnc1)c1ccc2c(c1)OCO2
  6, 0.5, 5.0, -0.4, -2, 6.2, 0.2, 0.2, 5, 5, 1.4
NC(=O)CCn1nc(-c2ccc(Cl)cc2)c2ccccc2c1=O
  8, 0.4, 1.1, -1.2, 6, -0.3, 0.4, -1.1, 0, 0, -1.4
COc1ccc(N(C)S(=O)(=O)c2cccc3nsnc23)cc1
  -7, -0.4, 2.2, -1.2, 6, -1.8, -0.4, -0.7, -2, -2, -2.0
CC(=O)c1ccc(N2CCN(C(=O)c3ccco3)CC2)c(F)c1
  -2, 1.4, 4.0, -0.5, 2, 5.6, 0.5, 1.4, -9, 3, 2.4
COc1ccc(N(CC(=O)NCc2ccc3c(c2)OCO3)S(=O)(=O)c2ccccc2[N+](=O)[O-])c(OC)c1
  -13, 0.2, -0.1, -1.1, -3, -0.4, -0.1, 0.8, -9, 0, -2.3
CC1(C)OC(C)(C)/C(=C/Nc2ccccc2)C1=O
  -2, -0.5, 0.6, -1.0, 6, -2.3, 0.2, 0.6, 6, -4, 0.0
Cc1cccc(-c2ncc(CN3CCC(CO)(CCCc4ccccc4)CC3)cn2)c1
  -5, 1.8, 1.5, -1.9, -17, 1.5, -0.4, -1.0, -5, -3, -1.6
CCN(CC)c1ccc(C=Nc2ccc(N(C)C)cc2)c(O)c1
  9, 0.1, -0.7, -1.6, -2, -2.8, -6.8, -1.5, -43, -2, 0.2
Cc1ccc(NC(=O)COC(=O)CN2C(=O)NC(C)(C)C2=O)cc1S(=O)(=O)N1CCOCC1
  -2, 0.3, 1.5, -1.7, -7, -2.0, -0.4, 0.1, -2, 1, 0.5
COc1cc(NC(=O)c2cc(-c3ccc(C)cc3)on2)cc(OC)c1OC
  1, -1.0, -2.0, -1.3, 0, 1.0, 0.2, -0.4, -6, -1, -0.3
COc1ccc(C)cc1S(=O)(=O)N(C)CC(=O)NC1CCCCCC1
  0, -0.7, 0.7, -1.0, 2, 2.5, -0.9, -0.2, 2, -5, -1.5
O=C(CCNC(=O)N1CC(=O)Nc2ccccc21)NCc1ccccc1Cl
  4, 0.4, -0.8, -0.7, 7, 1.1, 0.9, 1.7, -1, -5, -2.7
O=C(COc1ccc(Cl)cc1)N1CCN(c2ccc([N+](=O)[O-])c(N3CCCCC3)c2)CC1
  -2, -1.9, 0.1, -1.5, -11, -0.1, 0.3, -1.8, -5, 1, 1.2
CC(=O)OCC(OC(C)=O)C(OC(C)=O)C(OC(C)=O)C(=O)Nc1ccccc1C (stereo unspecified)
  -1, 0.3, 2.4, -0.9, -1, -0.3, -0.3, 0.6, 1, 0, -0.2
O=C(CCNC(=O)c1ccco1)Nc1cccc(C(F)(F)F)c1
  -2, -0.6, 2.2, -1.8, -1, 2.3, -0.6, -0.1, 0, -1, -2.4
Cc1cc2cc(CN(Cc3ccc4c(c3)OCO4)Cc3nnnn3C3CCCC3)c(=O)[nH]c2cc1C
  -5, 0.1, -1.3, -0.9, 4, -1.2, -0.4, 0.1, 1, -4, -1.4

One compound at a time (already shown). Screens in order: GC-A act, DAX1 inh-1, GAA850 FXN act, ssDAF12 agonist, sPLA2-III inh, hgDAF-12 ag, proKLK7 act, DAX1 inh-2, NPR2 activator, SMARCA2 act, hcDAF12 agonist
Results for CC(=O)OCC(OC(C)=O)C(OC(C)=O)C(OC(C)=O)C(=O)Nc1ccccc1C (stereo unspecified) = -1, 0.3, 2.4, -0.9, -1, -0.3, -0.3, 0.6, 1, 0, -0.2
Results for Cc1cccc(-c2ncc(CN3CCC(CO)(CCCc4ccccc4)CC3)cn2)c1 = -5, 1.8, 1.5, -1.9, -17, 1.5, -0.4, -1.0, -5, -3, -1.6
